# High-throughput results as filed in PubChem BioAssay.
# PGC1a acetyl inh: PGC1a acetylation modulation, inhibitor mode | U2OS PGC1a acetylation, AlphaScreen anti-acetyl-lysine; with virally co-expressed GCN5 acetyltransferase | inhibition, % at 15.6 µM | 350,000 compounds, 0.17% hits;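 active = every replicate shows inhibition of at least 40%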;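 note: 0% = neutral control wells and 100% = positive control wells; some results beyond the cut were filed as inactive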
# PglD inh: PglD (C. jejuni) enzyme inhibition | inhibition, % at 12.5 µM | purified PglD enzyme, DTNB colorimetric CoA detection | 360,000 compounds, 0.098% hits | AID 602405; in the data active = inhibition above about 16%, passing the limit was not always enough; note: strong numbers were not always called active
# PAX8 inh HTS: PAX8 transcriptional activity inhibition; 360,000 compounds, 1.2% hits; inhibition, % at 12.6 µM; RMG-I TPO-luciferase reporter, SteadyGlo, 24 h;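 active = mean replicate inhibition at least 60% with every replicate also reaching 60%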;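 note: luciferase light reporting Pax8 driven TPO promoter activity; plate controls were median of neutral control wells for no effect and mitoxantrone controls for full effect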
# LGR2 antag: blocks bursicon-induced cAMP signaling via Drosophila LGR2; HEK293 LGR2, CRE-luciferase, bursicon-stimulated, 4 h; inhibition, % at 9.99 µM; 380,000 compounds, 0.35% hits; AID 720647;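 active = drop in luminescence signal, shown as inhibition above about 50% in the replicate tests, limit read from the data, passing the limit was not always enough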;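 note: agonist challenge used bursicon conditioned medium at about half maximal strength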
# ARNT-TACC3 inh: disrupts binding between human ARNT and TACC3. Q9Y6A5. AlphaScreen His-ARNT PAS-B/GST-TACC3 binding, luminescence; TACC3 fragment carries E629A point mutation. inhibition, % at 9.99 µM. 390,000 compounds, 0.66% hits. AID 623870;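 active = mean inhibition of replicates at least 50% and at least half of replicates each reaching 50%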;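 note: 0% = complete ARNT plus TACC3 wells and 100% = ARNT alone without TACC3; many hits fall short of the cut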
# Statin myotox sup: suppression of simvastatin myotoxicity. C2C12 myotubes + simvastatin, ATP luminescence, 48 h; scaled: DMSO 0, geranylgeraniol control 100. rescue of ATP level, % at 7.49 µM. 330,000 compounds, 0.78% hits. AID 602340;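 active = mean ATP rescue above about 67%, or every replicate alone reaching that limit, limit read from the data, passing the limit was not always enough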;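 note: myotubes were challenged with 10 µM simvastatin during compound exposure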
# INS-1E GSIS act: primary screen for activators of insulin secretion dependent on glucose, INS-1E cells, GLuc reporter luminescence. INS-1E GLuc reporter insulin secretion, 2-3 h. activation, % at 16.6 µM. 370,000 compounds, 0.61% hits;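 active = lowest replicate activation of at least 40%, so every replicate reaches that level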;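 note: 0% = median of neutral control wells and 100% = median of IBMX positive control wells; some compounds called inactive have numbers as strong as hits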
# Cneo AK release: Cryptococcus neoformans lysis via adenylate kinase release. 360,000 compounds, 0.2% hits. C. neoformans lysis, adenylate kinase release luminescence, 4 h; normalised: neutral wells 0, clomiphene wells 100. lysis activity, % at 15 µM;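 active = mean lysis activity across replicates of at least 80%, whatever share of replicates individually reach that level; inactive = mean lysis activity below 80%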
#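 Assay system: Cryptococcus neoformans yeast cells / Dosing: single-point compound dose / Timing: 4 h at 37 °C static, read 1 h later / Measured by: luminescence of released adenylate kinase using an AK detection reagent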
# * = called active by the depositor; . = not tested or not shown; & = joins results of further samples.
SMILES,PGC1a acetyl inh,PglD inh,PAX8 inh HTS,LGR2 antag,ARNT-TACC3 inh,Statin myotox sup,INS-1E GSIS act,Cneo AK release
Cc1ccc(NC(=O)N(CCC#N)Cc2ccccc2)cc1,-11,.,-13,10,-5,.,-1,.
COc1ccc(S(=O)(=O)Nc2cccc(-c3ccc(N4CCCCCC4)nn3)c2)cc1OC,-5,-1,-48,-36,2,-6,-14,-7
COc1ccccc1NC(=O)N(C)C[C@H]1OCc2cn(nn2)CCCC(=O)N([C@H](C)CO)C[C@@H]1C,6&2,1,0&-3&10,7&11,-8,-4&-18,15&10,-2
Cc1nn(CCOc2ccccc2Cl)c(C)c1[N+](=O)[O-],.,-1,-12,-12,4,-4,21,-1
Cc1ccc(NC(=O)c2ccccc2N2C(=O)C3C4C=CC(C5CC45)C3C2=O)cc1C (stereo not given),.,1,-1,2,1,-5,-27,-2
O=[N+]([O-])c1ccc(/C=N\N2CCN(Cc3ccccc3Cl)CC2)cc1,1,-2,1,2,.,8,3,1
O=C(CCNS(=O)(=O)c1ccc2[nH]c(=O)oc2c1)Nc1cccc(Br)c1,5,-3,4,11,1,1,17,1
Cc1ccc(Nc2c([N+](=O)[O-])ccc3nonc23)cc1C,2,-5,-13,-30,10,2,4,0
COc1ccc(NC(=O)CSc2nnc(CCC(=O)O)c(=O)n2N)cc1,8,.,-12,17,6,9,2,.
CO[C@H]1CN(C)C(=O)c2cc(NC(=O)c3ccccc3F)ccc2OC[C@@H](C)N(C(C)=O)C[C@H]1C,1,.,6,0,.,-3,3,.
Cc1nc2c(c(=O)c3ccccc3n2C)c(=O)n1-c1ccccc1,-4,1,-10,.,7,.,.,-2
O=C1[C@H]2[C@@H](c3ccc(Cl)cc3)N3C(=O)N(c4cccc(Cl)c4)C(=O)[C@@]3(Cc3ccc(Cl)cc3)[C@H]2C(=O)N1C1CCCCC1,.,-12,12,-1,3,-1,7,2
CCCc1nnc(NC(=O)CCN2C(=O)c3ccccc3C2=O)s1,-6,-7,-1,.,1,1,.,-18
CCCCNC(=O)CS(=O)Cc1nc(-c2cccc(Cl)c2)oc1C (stereo not given),.,0,19,7,-5,-10,-7,5
CC1CC(=O)N(c2ccc(NCc3ccccc3Cl)c([N+](=O)[O-])c2)C1=O (stereo not given),-25,0,9,15,1,.,-8,1
COc1cccc(C2CC(c3cccs3)=NN2C(=O)c2ccco2)c1O (stereo not given),-5,0,7,9,2,19,-7,-2
Cc1ccc(C(O)c2nc3ccccc3n2C)cc1 (stereo not given),-4,-3,9,7,0,-2,26,2
CC1CCCC(C)N1C(=O)COC(=O)c1cc(-c2cccs2)nn1-c1ccccc1 (stereo not given),.,-1,3,4,0,-6,-13,0
C[C@@H]1CCCCO[C@@H](CN(C)Cc2ccc3c(c2)OCO3)[C@@H](C)CN([C@@H](C)CO)C(=O)c2cc(NC(=O)Cc3ccccc3)ccc2O1,-9,-1,-12,-14,10,.,-24,3
O=C1C(Nc2ccc(O)cc2)=C/C(=N/S(=O)(=O)c2cccs2)c2ccccc21,.,.,101*,100*,67*,.,-2,.
Cc1cccc(N2CCN(c3nc4nonc4nc3N3CCSCC3)CC2)n1,-3,5,-3,3,-2,9,0,1
C=CCn1c(NCc2ccc3c(c2)OCO3)nc2ccccc21,-30,3,.,.,-13,9,.,-4
CCNC(=O)[C@@H]1[C@@H](CO)[C@@H]2Cn3c(ccc(C4=CCCC4)c3=O)[C@H]1N2C(=O)CC,.,8,-8,12,1,0,6,1
O=C(Cn1ncc2c(=O)oc3ccccc3c21)NCC1CCCO1 (stereo not given),.,-4,6,-2,0,-9,9,-1
COc1ccc(/C=N/n2c(=O)[nH]c3c([nH]c4ccc(F)cc43)c2=O)cc1CN1CCCCC1,1,-5,11,11,-1,1,-3,-1

# 13 structures from above, arranged by formula weight, lowest first:
SMILES,PGC1a acetyl inh,PglD inh,PAX8 inh HTS,LGR2 antag,ARNT-TACC3 inh,Statin myotox sup,INS-1E GSIS act,Cneo AK release
Cc1ccc(Nc2c([N+](=O)[O-])ccc3nonc23)cc1C,2,-5,-13,-30,10,2,4,0
Cc1nn(CCOc2ccccc2Cl)c(C)c1[N+](=O)[O-],.,-1,-12,-12,4,-4,21,-1
C=CCn1c(NCc2ccc3c(c2)OCO3)nc2ccccc21,-30,3,.,.,-13,9,.,-4
CCCc1nnc(NC(=O)CCN2C(=O)c3ccccc3C2=O)s1,-6,-7,-1,.,1,1,.,-18
O=[N+]([O-])c1ccc(/C=N\N2CCN(Cc3ccccc3Cl)CC2)cc1,1,-2,1,2,.,8,3,1
CCCCNC(=O)CS(=O)Cc1nc(-c2cccc(Cl)c2)oc1C (stereo not given),.,0,19,7,-5,-10,-7,5
O=C1C(Nc2ccc(O)cc2)=C/C(=N/S(=O)(=O)c2cccs2)c2ccccc21,.,.,101*,100*,67*,.,-2,.
CC1CCCC(C)N1C(=O)COC(=O)c1cc(-c2cccs2)nn1-c1ccccc1 (stereo not given),.,-1,3,4,0,-6,-13,0
O=C(CCNS(=O)(=O)c1ccc2[nH]c(=O)oc2c1)Nc1cccc(Br)c1,5,-3,4,11,1,1,17,1
COc1ccc(/C=N/n2c(=O)[nH]c3c([nH]c4ccc(F)cc43)c2=O)cc1CN1CCCCC1,1,-5,11,11,-1,1,-3,-1
CO[C@H]1CN(C)C(=O)c2cc(NC(=O)c3ccccc3F)ccc2OC[C@@H](C)N(C(C)=O)C[C@H]1C,1,.,6,0,.,-3,3,.
O=C1[C@H]2[C@@H](c3ccc(Cl)cc3)N3C(=O)N(c4cccc(Cl)c4)C(=O)[C@@]3(Cc3ccc(Cl)cc3)[C@H]2C(=O)N1C1CCCCC1,.,-12,12,-1,3,-1,7,2
C[C@@H]1CCCCO[C@@H](CN(C)Cc2ccc3c(c2)OCO3)[C@@H](C)CN([C@@H](C)CO)C(=O)c2cc(NC(=O)Cc3ccccc3)ccc2O1,-9,-1,-12,-14,10,.,-24,3

# Further entries.
SMILES,PGC1a acetyl inh,PglD inh,PAX8 inh HTS,LGR2 antag,ARNT-TACC3 inh,Statin myotox sup,INS-1E GSIS act,Cneo AK release
Cc1cc(C)c(S(=O)(=O)N2CCN(C(=O)C(C)Cn3cncn3)CC2)c(C)c1 (stereo not given),-8,-2,1,22,4,-15,18,0
C[C@H]1CN([C@@H](C)CO)C(=O)c2cc(NC(=O)CCCN(C)C)ccc2O[C@H]1CN(C)CC1CCCCC1,-3,11,.,-33,-2,6,8,-1
CC(C)C#Cc1ccc([C@H]2[C@H](C#N)N(C(=O)CN(C)C)[C@H]2CO)cc1,-8,-3,-15,-30,-9,-10,2,-1
Cc1ccc(NC(=O)Nc2ccccc2F)cc1S(=O)(=O)N1CCOCC1,5,7,4,4,0,-2,-19,3
CCC(CC)C(=O)Nc1cc(C(=O)OC)ccc1C(=O)OC,.,.,1,-6,-9,.,23,.
CCOc1ccc(Nc2nc3ccccc3n3cnnc23)cc1,.,.,-7,1,-4,-9,18,.
O=C(c1ccccc1F)N1C[C@H]2[C@@H](c3ccccc31)[C@@H](CO)N2CC1CCCCC1,-12,1,2,13,4,13,-8,1
CCOC(=O)CSc1nc2sc3c(c2c(=O)[nH]1)CC(C)(C)OC3,-7,-3,.,.,-4,3,.,-1
Cc1nc(CC(=O)N2CCN(c3cccc(C)c3C)CC2)cs1,4,2,.,.,-3,0,.,3
O=C(Nc1nc([C@@H]2O[C@H](CO)[C@@H](O)[C@H](O)[C@H]2O)cs1)NC(c1ccccc1)c1ccccc1,.,1,-1,-34,.,-24,-2,0
CCSc1nc2ccccc2c(=O)n1C1CCOC(C)(C)C1 (stereo not given),-8,.,11,3,2,12,11,.
CC1CCCN(C(=O)CSc2nnc3ccccn23)C1 (stereo not given),13,-3,-37,-16,1,-2,-7,0
Cc1ccc(/C=N/N(C)C2=NS(=O)(=O)c3ccccc32)cc1,.,-1,14,33,-9,-15,.,-15
COc1ccc(C(=O)COC(=O)/C=C/c2ccco2)cc1F,7,1,-9,-17,1,17,-19,0
CCCOc1ccccc1C1CC(=O)NC2=C1C(=O)CCC2 (stereo not given),6,3,.,.,-6,-52,.,2
C[C@H]1CN([C@@H](C)CO)C(=O)c2cc(NC(=O)Cc3ccccc3)ccc2O[C@@H]1CN(C)Cc1ccc(C(F)(F)F)cc1,1,-1,67*,-2,6,-28,-40,5
COc1ccc(CNC(=O)c2cnn3c(C(F)F)cc(C)nc23)cc1,-7,2,.,-17,-5,25,80*,-1
OC[C@@H]1[C@H](c2ccc(-c3ccc(F)cc3)cc2)[C@H]2CN(Cc3ccncc3)CCCCN12,7,8,4,-18,5,2,11,1
COc1ccc(S(=O)(=O)Nc2ccc3c(c2)C(=O)N([C@H](C)CO)C[C@H](C)[C@@H](CN(C)C(=O)Nc2c(C)noc2C)OCCCC[C@@H](C)O3)cc1,14,32,-5,-3,-10,6,0,1
O=C(NCc1ccccc1)c1ccc(S(=O)(=O)NCc2ccco2)cc1,.,-1,4,14,.,11,-3,-1
COc1ccc(NC2(c3ccccc3)OC(=O)c3ccccc32)cc1 (stereo not given),-8,2,-7,16,-8,10,4,3
CCNS(=O)(=O)c1ccc(CCC(=O)N2CCCC2)cc1,6,7,17,13,-2,-1,13,0
COc1ccc(NC(=O)Nc2cccc3c2O[C@H](CN(C)S(=O)(=O)c2ccccc2)[C@@H](C)CN([C@@H](C)CO)C3=O)cc1,1,-1,14,0,7,-6,-3,1
CN(C)C(=O)[C@H]1[C@H](CO)[C@H]2Cn3c(ccc(-c4cccc(F)c4)c3=O)[C@@H]1N2Cc1ccccc1,.,-2,.,-1,0,-1,-4,-1
CCC(=O)N1CC2(C1)[C@H](c1ccccc1)[C@@H](CO)N2C(=O)c1cccnc1,-1,.,-21,-7,.,.,3,.

# (list continues)
SMILES,PGC1a acetyl inh,PglD inh,PAX8 inh HTS,LGR2 antag,ARNT-TACC3 inh,Statin myotox sup,INS-1E GSIS act,Cneo AK release
COCCNC(=O)C[C@H]1C[C@H]2c3cc(NC(=O)C4CCC4)ccc3O[C@H]2[C@H](CO)O1,6,-3,-5,-12,-9,-7,-5,-14
CO[C@H]1CN(C)C(=O)c2ccc(NC(C)=O)cc2OC[C@@H](C)N(C(=O)c2cnccn2)C[C@@H]1C,2,.,.,0,.,-1,10,.
O=C(COc1ccccc1Cl)NCCNC(=O)c1ccncc1,2,-12,2,10,-3,1,-5,-4
CC(C)(C)NS(=O)(=O)c1ccc(CCC(=O)Nc2ccc3c(c2)OCO3)cc1,1,1,.,-7,39,18,8,4
Cc1c(C(=O)N(C)Cc2ccc(OC(F)F)cc2)oc2ccccc12,3,2,10,-8,-6,-27,-11,3
CCc1ccc([C@@H]2C[C@H]3[C@@H](CN2S(=O)(=O)c2ccc(C)cc2)C(=O)C[C@@H](c2ccc(Cl)cc2)N3S(=O)(=O)c2ccccc2C)cc1,-6,3,2,11,.,14,9,1
CCn1c(O)c(N=NC(=O)CNC(=O)/C=C/c2ccccc2)c2ccccc21,0,6,11,-6,-4,-5,1,0
CO[C@@H]1CN(C)C(=O)c2cc(NC(=O)c3ccccc3)ccc2OC[C@@H](C)N(CC2CC2)C[C@H]1C,0,5,-10,5,-2,9,-4,-1
